# Screening results from PubChem BioAssay.
# CYP2C19 activ = increases human CYP2C19 enzyme activity | P33261 | recombinant CYP2C19, luciferin-H EGE luminescence; active compounds read high; 0 = fully inhibited enzyme, 1 = untreated enzyme | activation factor at 5 µM | 96,000 tested, under 10 active | AID 1025;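 active means activation factor of at least 2 at 5 µM in the primary screen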;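 further: 0 = wells with 2.5 mM tranylcypromine and 1 = vehicle-only wells; values of inactives mirror those of a sister screen read the other way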
# CYP2C9 inhib = inhibitors of human CYP2C9. CYP2C9 Supersomes, luciferin-H conversion, luminescence. AID 777. 96,000 tested, 20% active. P11712. inhibition, % at 5 µM;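 active means blocking of liver enzyme CYP2C9 beyond about 50% at 5 µM, limit read from the data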; further: values of inactives mirror those of a sister screen read the other way
# Target sequence (P11712 whole entry, looked up): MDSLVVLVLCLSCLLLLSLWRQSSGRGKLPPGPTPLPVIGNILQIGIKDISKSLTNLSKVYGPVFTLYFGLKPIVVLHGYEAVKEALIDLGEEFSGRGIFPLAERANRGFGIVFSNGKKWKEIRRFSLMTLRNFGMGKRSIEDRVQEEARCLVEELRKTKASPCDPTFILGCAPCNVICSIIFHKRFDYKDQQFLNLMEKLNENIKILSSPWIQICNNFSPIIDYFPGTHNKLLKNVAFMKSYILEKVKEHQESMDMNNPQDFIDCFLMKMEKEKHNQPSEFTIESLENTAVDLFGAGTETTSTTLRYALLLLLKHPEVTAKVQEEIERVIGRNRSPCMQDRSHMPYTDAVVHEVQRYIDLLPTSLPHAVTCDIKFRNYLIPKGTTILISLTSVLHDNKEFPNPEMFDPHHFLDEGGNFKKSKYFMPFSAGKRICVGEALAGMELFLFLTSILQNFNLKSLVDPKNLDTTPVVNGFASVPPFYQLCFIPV
# Plk1 PBD FP = Plk1 (human) PBD binding inhibition. P53350. Plk1 PBD phosphopeptide binding, fluorescence polarization. inhibition, %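 (tested at about 20 µM)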. 97,000 tested, 0.13% active; in the data active means inhibition above about 34%, passing the limit was not always enough
# CYP2C9 activ = activators of human CYP2C9; P11712; recombinant CYP2C9, luciferin-H conversion, luminescence; active compounds read high; factor 1 = untreated enzyme, 0 = blocked; activation factor at 5 µM; 96,000 tested, 1.4% active;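 active means activation factor of 2 or more for CYP2C9 at a 5 µM dose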;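 further: 0 = sulfaphenazole-blocked wells and 1 = vehicle-only wells; values of inactives mirror those of a sister screen read the other way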
# PLAP activator = human PLAP activation | activation fold at 20 µM | 96,000 tested, 1.2% active | purified PLAP enzyme, luminescent substrate read-out; active compounds read high; in the data active means activation fold above about 2
# Target sequence (P05187 whole entry, looked up): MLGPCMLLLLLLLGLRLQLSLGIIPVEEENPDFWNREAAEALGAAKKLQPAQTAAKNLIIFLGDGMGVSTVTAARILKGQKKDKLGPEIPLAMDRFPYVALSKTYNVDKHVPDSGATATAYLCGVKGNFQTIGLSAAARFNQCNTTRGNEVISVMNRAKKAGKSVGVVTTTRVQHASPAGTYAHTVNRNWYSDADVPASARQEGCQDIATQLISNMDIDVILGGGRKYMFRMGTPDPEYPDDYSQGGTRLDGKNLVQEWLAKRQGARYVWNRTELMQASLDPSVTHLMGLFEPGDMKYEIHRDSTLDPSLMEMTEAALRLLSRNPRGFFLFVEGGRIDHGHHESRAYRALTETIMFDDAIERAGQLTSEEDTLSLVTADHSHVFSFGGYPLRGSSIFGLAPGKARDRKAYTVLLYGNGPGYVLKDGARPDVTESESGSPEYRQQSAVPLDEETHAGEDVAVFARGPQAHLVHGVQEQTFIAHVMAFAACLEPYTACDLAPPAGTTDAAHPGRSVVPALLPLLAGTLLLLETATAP
# HIV Rev-RRE inh = inhibitors of HIV-1 Rev-RRE RNA interaction; P05866; Rev peptide-RRE RNA binding, FRET; inhibition, % at 8 µM; 97,000 tested, 0.79% active; AID 704;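 active means inhibition above the screen-wide mean plus 3 SD, cut at about 35% in these data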;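 further: 0% = median DMSO wells and 100% = median Neomycin B control wells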
#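 Probe or stimulus: fluorescein-Rev peptide as binding partner; assay system: Cy5-tagged RRE RNA duplex with fluorescein-tagged Rev peptide; timing: 5 min compound–RNA preincubation, then 15 min with peptide, 25 °C; medium: HEPES pH 7.5 buffer with KCl, MgCl2, NaCl and EDTA; signal: fluorescein-to-Cy5 FRET, 480 nm excitation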
# CYP2C19 inhib = human CYP2C19 inhibition; P33261; CYP2C19 Supersomes, luciferin-H EGE luminescence, 30 min; inhibition, % at 5 µM; 96,000 tested, 21% active; AID 778;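 active means CYP2C19 inhibition above a set limit at 5 µM in the primary screen, cut at about 50% in these data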;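 further: plate controls were negative control wells for no effect and 2.5 mM tranylcypromine positive control for full effect; values of inactives mirror those of a sister screen read the other way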
# PLK1 inh = PLK1 (human) kinase inhibition | P53350 | recombinant PLK1 kinase, TR-FRET peptide phosphorylation | inhibition, % at 10 µM | 97,000 tested, 0.53% active | AID 619;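 active means inhibition of 50% or more in the single-concentration screen; inactive means inhibition below 50%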;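 further: 0% = DMSO max control and 100% = H-89 dihydrochloride min control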
# EphB4 ephrin blk = EphB4-ephrin-B2 interaction antagonism; AID 720; EphB4 LBD / TNYL-RAW-Alexa532 peptide, fluorescence polarization; 97,000 tested, 0.15% active; inhibition, % at 7 µM; P54760;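 active means inhibition above the screen-wide mean inhibition plus 3 SD, cut at about 15% in these data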;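 further: 0% = DMSO wells and 100% = excess unlabeled TNYL-RAW peptide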
# The depositor's hits bear a star; / = not tested or not shown.
CYP2C19 activ	CYP2C9 inhib	Plk1 PBD FP	CYP2C9 activ	PLAP activator	HIV Rev-RRE inh	CYP2C19 inhib	PLK1 inh	EphB4 ephrin blk	mol
0.8	6	10	0.9	1	5	20	-16	6	CCCCNC(=O)C(=O)NC(C)CCc1ccccc1 (stereo unspecified)
/	/	16	/	/	2	/	-10	-3	Cc1cc(C)n(-c2nnc(C)n2NC(=O)c2cccc(Cl)c2)n1
1.1	-29	-26	1.3	1.3	-1	-8	-6	-5	CCOC(=O)C1=C(c2ccccc2)Nc2ncnn2C1c1ccccn1 (stereo unspecified)
1	14	-4	0.9	1.1	7	0	-11	2	O=C1CC(=O)N(CCc2ccc(F)cc2)C(=O)N1
1	67*	11	0.3	1.1	8	-1	-3	3	CCCCn1c(-c2ccccc2)nc2c(=O)n(C)c(=O)[nH]c21
0.6	57*	5	0.4	1.4	2	36	-6	-2	COc1nc(OC)nc(N2CCC(NC(=O)C(Cc3ccc(C(C)C)cc3)NC(C)=O)CC2)n1 (stereo unspecified)
0.8	60*	/	0.4	1.2	/	19	/	/	CCOC(=O)c1[nH]c2c(c1C)C(=O)CC(c1ccco1)C2 (stereo unspecified)
0.7	21	-8	0.8	1	-3	25	-1	0	CCCC(=O)NC(=S)Nc1ccccc1OC
0.3	82*	1	0.2	0.9	9	65*	-6	4	O=C(c1csc2c1CCCC2)N1CCN(c2ncccn2)CC1
0.7	67*	-17	0.3	1.2	2	30	-12	6	O=C(NC1CCCC1)C(c1c[nH]c2ccccc12)N(C(=O)Cn1nnc(-c2ccc(Cl)cc2)n1)c1ccccc1 (stereo unspecified)
0.9	15	/	0.9	1.2	/	14	/	/	O=C(NC(C(=O)N1CCCC1C(=O)O)=C1CCCCC1)c1ccccc1 (stereo unspecified)
1.1	-9	-9	1.1	0.9	-2	-10	-11	2	COc1cccc(C(=O)Nc2ccc(N3CCN(S(C)(=O)=O)CC3)cc2)c1
1	4	-21	1	0.9	15	-1	-8	1	COc1ccc(C(=O)NCc2cccnc2)cc1S(=O)(=O)N1CCOCC1
0.8	-12	-1	1.1	0.9	10	17	-9	0	Cc1ccc(SCCC(=O)N(C)C)cc1
0.2	89*	1	0.1	1.1	8	82*	-13	8	O=c1c2[nH]c3ccc(Br)cc3c2ncn1CCCn1ccnc1
1.1	-12	23	1.1	2.2*	-5	-8	-7	0	CCN(CC)CCCN1CC(O)=C(c2nc3ccccc3s2)C1=N
1	35	-5	0.7	1.4	4	4	-19	-4	CCOC(=O)N1CCN(C(=O)c2ccc3c(SCC(=O)O)c4c(nc3c2)CCCC4)CC1
/	/	-14	/	/	7	/	-9	4	COC(=O)c1cccc(NC(=O)c2ccco2)c1
1	-14	/	1.1	1.3	/	-4	/	/	CCN1CCC(C(=O)NC2CCCC2)(N(Cc2cccs2)C(=O)Cn2nnc3ccccc32)CC1
0.7	9	-9	0.9	1	5	25	-4	1	O=C(CCC1CC(=O)Nc2ccccc21)NCc1ccccc1 (stereo unspecified)
0	64*	-5	0.4	0.8	9	98*	-9	5	O=C(Nc1ccc2c(c1)OCO2)C1CCCCN1S(=O)(=O)c1ccccc1 (stereo unspecified)
0.7	19	-8	0.8	0.8	12	32	-8	6	CC1=N/C(=C/c2ccc([N+](=O)[O-])cc2)C(=O)N1c1ccc(Cl)cc1Cl
0.1	97*	-25	0	1	3	90*	-9	-4	CCCCc1cc(O)c(CCCC)c(O)c1
1	-4	15	1	1	1	1	-2	2	C=CCn1c(N)cc(=O)nc1SCC(=O)Nc1cccc2ccccc12
0.9	20	-12	0.8	0.9	12	12	-2	-2	COc1nc(Nc2cccc(C(F)(F)F)c2)nc(OC)n1
0.8	-23	-15	1.2	0.9	-2	23	-4	-3	COc1ccc(OC)c(-c2cc(C(=O)Nc3c(C)nn(Cc4ccccc4Cl)c3C)no2)c1
0.3	21	0	0.8	1	5	74*	-18	-2	COc1ccc(Cl)cc1S(=O)(=O)n1ccnc1C(C)C
1	11	22	0.9	1.5	0	-2	-15	-5	COc1ccc(CC(=O)NC(C)c2nnc(SCc3nc4ccccc4c(=O)[nH]3)n2C)cc1 (stereo unspecified)
/	/	-17	/	/	3	/	3	0	CN(Cc1ccccc1)S(=O)(=O)c1ccc2[nH]cc(C(=O)NCC3CCCO3)c(=O)c2c1 (stereo unspecified)
0.8	-8	-15	1.1	0.9	5	23	-3	7	c1ccc(CC2CNc3ccccc3CN2)cc1 (stereo unspecified)
1	-11	6	1.1	1	3	-5	4	-7	O=C(OCc1cc2ccccc2[nH]c1=O)c1ccco1
1	-12	17	1.1	0.9	9	-3	-12	-2	CSc1nc2nccc(-c3ccc(Cl)cc3)n2n1
0.4	32	7	0.7	0.9	0	61*	-2	0	O=C(Nc1ccc(NC(=O)C2CCCCC2)nc1)c1ccco1
1	-36	8	1.4	0.9	10	-4	-13	1	Cc1cc(C)n(-c2nc(-c3cccc(Cl)c3)cs2)n1
1.1	-12	11	1.1	1.2	9	-14	-6	4	CCOC(=O)CN1C2=NCCN2c2ccccc21
1	12	7	0.9	1	-4	4	5	-5	Cc1ccc(OCc2ccc(C(=O)Nc3nccs3)o2)cc1
0.4	41	3	0.6	1.6	-3	57*	11	-10	COCCNC(=O)CN(C(=O)CCC(=O)Nc1cc(C)on1)c1cccc(C)c1C
0.6	52*	-11	0.5	1	21	36	-8	14	C=C(C)COc1ccc(-c2nc(N)ncc2-c2ccc(OC)cc2)c(O)c1
0.9	3	-34	1	1.7	9	13	-8	2	C=CCC(C#Cc1ccc(C)cc1)N(CC)CC (stereo unspecified)
0	78*	-22	0.2	1.7	10	97*	-12	0	COCc1nc2ccccc2n1CCCOc1ccccc1
0.9	-10	-9	1.1	1	-5	9	-1	2	CCN(CC)CCCn1c(=S)[nH]c2cc(OC)c(OC)cc2c1=O
0.8	79*	-14	0.2	1.2	4	21	-3	-3	CCOC(=O)CC1=CC(C)(CC(=O)OCC)C(C#N)(C#N)C(N)=C1C#N (stereo unspecified)
0.9	38	-12	0.6	0.9	1	9	-5	6	Cc1nn2c(=O)cc(COC(=O)c3ccc(S(=O)(=O)N4CCCCC4)cc3)nc2s1
0.6	17	4	0.8	1.1	2	39	-7	1	Cc1ccc(C)c2c1cc(C)c1nnc(SCc3ccccn3)n12
0.9	19	5	0.8	1	2	9	10	-1	O=C(COC(=O)COc1ccccc1Cl)Nc1ccccc1OC(F)F
1.1	-12	19	1.1	1.1	10	-10	-17	-1	CCNC(=O)CSc1nnc(C2CC2)n1-c1ccccc1
/	/	5	/	/	5	/	-12	-5	CC1SC(=NC(=O)C(C)N2C(=O)c3ccccc3C2=O)NC1=O (stereo unspecified)
0.9	26	-6	0.7	0.7	18	7	-12	3	Cc1cc(C)c([N+](=O)[O-])cc1-c1ccc(/C=N/c2c(-c3ccco3)nc3ccccn23)o1

# Sorted by number of heavy atoms (high to low): 3 of the compounds above
CYP2C19 activ	CYP2C9 inhib	Plk1 PBD FP	CYP2C9 activ	PLAP activator	HIV Rev-RRE inh	CYP2C19 inhib	PLK1 inh	EphB4 ephrin blk	mol
0.9	26	-6	0.7	0.7	18	7	-12	3	Cc1cc(C)c([N+](=O)[O-])cc1-c1ccc(/C=N/c2c(-c3ccco3)nc3ccccn23)o1
0.6	17	4	0.8	1.1	2	39	-7	1	Cc1ccc(C)c2c1cc(C)c1nnc(SCc3ccccn3)n12
1.1	-12	19	1.1	1.1	10	-10	-17	-1	CCNC(=O)CSc1nnc(C2CC2)n1-c1ccccc1

# Further results follow.
CYP2C19 activ	CYP2C9 inhib	Plk1 PBD FP	CYP2C9 activ	PLAP activator	HIV Rev-RRE inh	CYP2C19 inhib	PLK1 inh	EphB4 ephrin blk	mol
1	-1	-36	1	0.8	-1	-1	-7	-7	Cc1cc(=O)n2c3c(sc2n1)C(=O)N(Cc1ccccc1)C3=O
0.3	96*	/	0	1.5	/	72*	/	/	O=C(NCCCn1ccnc1)c1cc(S(=O)(=O)N2CCOCC2)c(Cl)cc1Cl
0.3	38	15	0.6	1.2	3	65*	-12	0	O=C(CCS(=O)(=O)c1ccccc1)Nc1nc2c(s1)COc1ccccc1-2
0.7	46	/	0.5	1.6	/	26	/	/	Cc1nc(N2CCN(S(=O)(=O)c3cccc4nonc34)CC2)c2c3c(sc2n1)CCCC3
1.2	-7	9	1.1	1.2	0	-19	-1	2	O=C(O)COc1ccc(-c2nnn(Cc3ccccc3F)n2)cc1
1.1	-20	7	1.2	1.2	8	-13	-5	-1	CCCCOc1ccc(C(=O)O)cc1
0.7	58*	7	0.4	0.9	0	32	-11	0	COC(=O)c1ccc(CS(=O)(=O)c2ccc(C)cc2)cc1
0.9	28	-10	0.7	0.9	10	15	0	15	O=C(Nc1cccnc1)C1CCN(S(=O)(=O)c2cccc3nonc23)CC1
0.4	-1	5	1	0.9	5	59*	-12	-1	CCCn1c(SCC(=O)Nc2nccs2)nnc1-c1cccnc1
0.8	10	-14	0.9	1.4	-1	17	-16	-7	CC(=O)NC1C(OCCOc2ccc(Cl)cc2Cl)OC(COC(C)=O)C(OC(C)=O)C1OC(C)=O (stereo unspecified)
0.9	-16	7	1.2	1.1	6	6	-5	5	CC(C)CCNC(=O)NC(=O)CSc1nnc2ccccn12
0.1	93*	-21	0.1	1.4	10	87*	2	-3	CCc1ccc(C2CC(=O)NC(SCC(=O)OC(C)C)=C2C#N)cc1 (stereo unspecified)
0.2	-51	-3	1.5	1.1	3	81*	-8	4	CN(C)c1ccc(C(=O)c2ccc(N(C)C)c(N)c2)cc1N
0.5	-292	-2	3.9*	1.3	12	49	4	5	COc1ccccc1-c1nnc(SCC(=O)N2CC(C)CC(C)C2)o1 (stereo unspecified)
1	97*	4	0	1.1	-1	3	-3	-2	N#Cc1ccc(N=c2ssnc2Cl)cc1
1.1	-7	/	1.1	0.9	/	-5	/	/	O=c1ccc2c(o1)/C(=C/C=C(Cl)Cl)CCC2
0.5	45	-29	0.5	1.1	5	53*	-13	3	O=C(C/C=N/OCc1ccc(F)cc1Cl)c1cnc(-c2ccccc2)s1
0.1	95*	12	0.1	1.4	10	91*	-4	-2	COc1cccc(-c2nnc(SCc3ccc(C#N)cc3)n2Cc2ccco2)c1
1	-14	12	1.1	1	4	0	-12	0	Cc1ccc(N(C(=O)C2CCCC2)C2C=CS(=O)(=O)C2)cc1 (stereo unspecified)
0.4	32	11	0.7	0.8	-5	65*	-5	2	NCCCCCc1nnc(SCc2cccc(Cl)c2)o1
0.7	-5	-3	1	1.1	9	34	-5	5	Cc1ccccc1P(=O)(CO)c1ccccc1C
0.9	13	-31	0.9	1.1	3	10	-14	-1	ON=C1CCN(c2ncc(C(F)(F)F)cc2Cl)CC1
0.7	33	5	0.7	1.1	-1	33	-5	-3	CC(C)(C)c1nc(NCC2CCCO2)c2nnn(Cc3ccccc3)c2n1 (stereo unspecified)
0.4	-14	13	1.1	1.8	13	59*	2	3	OC(COc1ccc2c(c1)CCC2)CN1CCN(c2cccc(Cl)c2)CC1 (stereo unspecified)
1.1	-25	1	1.3	1	6	-14	0	0	Nc1c(-c2ccc(F)cc2)cnc2ncnn12
1	-10	24	1.1	1.1	6	0	-9	-2	COCCCNC(=O)c1cc(C)nc2ccc(F)cc12
